Diaph inh CS: inhibits diaphorase or chemically oxidizes, flagging diaphorase assay artifacts; diaphorase resazurin-to-resorufin fluorescence, NADH, 16 min; bacterial (C. kluyveri) enzyme, not human; inhibition, % at 20 µM; 190,000 compounds, 0.69% hits;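 active = primary screen inhibition at 20 µM above a set limit, cut at about 50% in these data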;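 note: plate controls were DMSO with full reaction for no effect and wells lacking NADH for full effect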
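Test system: bacterial diaphorase enzyme (C. kluyveri); Quantity: 0.14 U/mL diaphorase, enzyme working solution; Times: reaction incubation of 16 min at room temperature; Measured by: fluorescence of resorufin formed from resazurin, Ex 544/Em 590 nm; Benchmarks: positive control minus NADH, DMSO neutral control.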
ROMK mod: human ROMK K+ channel modulation, primary screen; Tet-inducible ROMK, thallium flux fluorescence; actives lie on both sides; B-score at 10 µM; 130,000 compounds, 2% hits; AID 1918; P48048;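 active = signal ratio slope over the read window, or its plate-corrected B-score, at least 3 SD from the plate mean, either direction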;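 note: B-score of the F/F0 ratio slope over 7 to 12 s after thallium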
G6PDH CS: counter-screen for G6PDH assay hits: L. mesenteroides G6PDH inhibition; inhibition, % at 5 µM; AID 1020; Purified L. mesenteroides G6PDH, diaphorase/resazurin coupled fluorescence, 45 min; 200,000 compounds, 0.12% hits; in the data active = inhibition above about 50%
SRC2 TRFRET art: TR-FRET artefact, counter-screen to PPARgamma/SRC-2 agonist assay | active compounds read high | TR-FRET ratio at 8 µM | 200,000 compounds, 0.4% hits | AID 1049; in the data active = TR-FRET ratio above about 2000; note: inactives centre near 1500
PPARg SRC1 recr: agonists of human PPARgamma SRC-1 coactivator recruitment. activation, % at 8 µM. PPARgamma-SRC-1 coactivator recruitment biochemical assay. 200,000 compounds, 0.41% hits. P37231; in the data active = activation above about 19%;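 note: 0% = DMSO and 100% = reference agonist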
Target sequence (P37231 whole entry, looked up): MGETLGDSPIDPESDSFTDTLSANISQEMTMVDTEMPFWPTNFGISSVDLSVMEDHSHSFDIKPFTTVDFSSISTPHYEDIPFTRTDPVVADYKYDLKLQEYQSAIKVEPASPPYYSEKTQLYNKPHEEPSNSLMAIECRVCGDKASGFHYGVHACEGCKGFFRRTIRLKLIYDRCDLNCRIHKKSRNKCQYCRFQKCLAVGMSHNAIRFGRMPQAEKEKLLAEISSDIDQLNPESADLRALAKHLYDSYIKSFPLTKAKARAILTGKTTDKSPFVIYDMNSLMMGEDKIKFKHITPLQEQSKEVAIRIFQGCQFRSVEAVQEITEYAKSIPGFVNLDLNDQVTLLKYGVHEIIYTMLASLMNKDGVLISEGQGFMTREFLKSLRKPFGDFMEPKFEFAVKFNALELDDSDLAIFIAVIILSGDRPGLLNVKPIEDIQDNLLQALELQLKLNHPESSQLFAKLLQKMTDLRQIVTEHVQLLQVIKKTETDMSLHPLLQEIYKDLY
Diaph act CS: activates diaphorase or chemically reduces, flagging diaphorase assay artifacts. 190,000 compounds, 0.005% hits. Diaphorase/resazurin coupled assay, resorufin fluorescence, 16 min; active compounds read high; 1 = vehicle wells, 0 = NADH-free wells. activation factor at 20 µM;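 active = diaphorase activity raised at least twofold by the compound at 20 µM; inactive = activation factor below 2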
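Material: Clostridium kluyveri diaphorase, purified enzyme; Quantity: enzyme 0.07 U/mL final; Medium: HEPES pH 7.4 buffer with MgCl2 and Tween 20; Dosing: single compound dose of 20 µM, 1% DMSO final; Schedule: 16 min reaction at room temperature; Measured by: red resorufin fluorescence at 544/590 nm excitation/emission.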
PMI act: activators of human phosphomannose isomerase. P34949. purified human PMI, coupled resazurin fluorescence, 20 min; active compounds read high; 1 = vehicle control, 0 substrate-free wells. activation factor at 20 µM. 190,000 compounds, 0.005% hits. AID 1214;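 active = activation factor of 2 or more at 20 µM, relative to plate controls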
Target sequence (P34949 whole entry, looked up): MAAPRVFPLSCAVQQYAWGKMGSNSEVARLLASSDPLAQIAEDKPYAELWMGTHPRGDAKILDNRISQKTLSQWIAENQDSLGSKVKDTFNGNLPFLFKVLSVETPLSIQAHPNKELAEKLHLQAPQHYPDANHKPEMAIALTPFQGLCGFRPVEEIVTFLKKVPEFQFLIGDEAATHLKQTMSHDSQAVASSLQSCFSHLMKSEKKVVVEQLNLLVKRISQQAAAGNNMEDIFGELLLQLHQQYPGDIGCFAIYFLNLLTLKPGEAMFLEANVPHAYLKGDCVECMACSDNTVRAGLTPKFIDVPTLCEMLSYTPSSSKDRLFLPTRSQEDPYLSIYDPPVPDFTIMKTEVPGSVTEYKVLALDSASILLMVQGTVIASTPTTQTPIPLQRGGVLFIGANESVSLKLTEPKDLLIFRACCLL
PMI act satM6P: activators of human phosphomannose isomerase at near-saturating mannose 6-phosphate; coupled PMI enzyme assay, resazurin fluorescence, 20 min; active compounds read high; 1 = untreated enzyme, 0 = substrate-free blank; activation factor at 20 µM; 190,000 compounds, 0.34% hits;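 active = activation factor of 2 or more at 20 µM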
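Material: human phosphomannose isomerase with PGI, G6PDH, diaphorase coupling enzymes / Reagent: Man-6-P substrate 1.0 mM / Dosing: single compound dose of 20 µM, 1% DMSO final / Incubation: enzyme reaction with compound 20 min at room temperature / Signal: resorufin fluorescence (Ex 544/Em 590 nm) from resazurin via diaphorase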
PPARg SRC3 recr: PPARgamma-driven SRC-3 recruitment agonism | P37231 | biochemical PPARgamma/SRC-3 coactivator recruitment assay | activation, % at 8 µM | 200,000 compounds, 0.26% hits | AID 731; in the data active = activation above about 23%;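 note: 0% = DMSO and 100% = reference agonist; some compounds past the cut are filed as inactive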
S1P3 antagonist: S1P3 (human) receptor antagonism; Q99500; CHO S1P3 NFAT-BLA reporter, FRET fluorescence, antagonist mode; inhibition, % at 4.98 µM; 170,000 compounds, 0.27% hits; AID 485;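 active = inhibition above the plate cutoff, the mean inhibition of test wells on that plate plus 3 SD, cut at about 28% in these data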;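 note: cells challenged with S1P at its EC80 of 0.8 µM; blue over green emission ratio from cleaved BLA substrate after 4 h stimulation; 0% = S1P-stimulated wells and 100% = unstimulated DMSO-only wells; some compounds past the cut are filed as inactive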
PPARg SRC-2 ag: agonists of SRC-2 recruitment by human PPARgamma. PPARgamma LBD-SRC-2 recruitment, biochemical. AID 1032. P37231. activation, % at 8 µM. 200,000 compounds, 0.34% hits; in the data active = activation above about 22%;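 note: 0% = vehicle and 100% = reference agonist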
Starred values were filed as active, the others as inactive; nt = not tested or not shown.

Preview (3 entries):
SMILES	Diaph inh CS	ROMK mod	G6PDH CS	SRC2 TRFRET art	PPARg SRC1 recr	Diaph act CS	PMI act	PMI act satM6P	PPARg SRC3 recr	S1P3 antagonist	PPARg SRC-2 ag
CC(=O)Nc1cccn(Cc2c(Cl)cccc2Cl)c1=O	8.2	0.605	3.7	1576	3.1	0.9	0.9	0.9	1.0	-3.8	5.5
O=C(Nc1ccccc1)c1cc(-c2ccccc2Cl)no1	13.1	nt	5.3	1856	1.6	0.9	0.9	0.9	9.0	nt	12.4
Cc1cc(OCCn2cc(/C(N)=N/O)c3ccccc32)ccc1Cl	14.4	nt	3.0	1455	7.3	0.9	0.9	0.9	3.0	nt	-6.1

Results (from the top)
SMILES	Diaph inh CS	ROMK mod	G6PDH CS	SRC2 TRFRET art	PPARg SRC1 recr	Diaph act CS	PMI act	PMI act satM6P	PPARg SRC3 recr	S1P3 antagonist	PPARg SRC-2 ag
CC(=O)Nc1cccn(Cc2c(Cl)cccc2Cl)c1=O	8.2	0.605	3.7	1576	3.1	0.9	0.9	0.9	1.0	-3.8	5.5
O=C(Nc1ccccc1)c1cc(-c2ccccc2Cl)no1	13.1	nt	5.3	1856	1.6	0.9	0.9	0.9	9.0	nt	12.4
Cc1cc(OCCn2cc(/C(N)=N/O)c3ccccc32)ccc1Cl	14.4	nt	3.0	1455	7.3	0.9	0.9	0.9	3.0	nt	-6.1
Cc1c(OC(=O)c2ccc([N+](=O)[O-])cc2)c2c(c[n+]1C)COC(C)(C)OC2	10.0	nt	2.5	1542	3.4	0.9	1.2	1	4.1	nt	1.6
C#CCOCCOCCOCCNc1nc(N2CCN(C(=O)[C@H](CCCCN)n3cc([C@@H](N)C(C)CC)nn3)CC2)nc(N2CCN(C(=O)[C@H](Cc3cc4ccccc4[nH]3)n3cc([C@@H](N)CC(C)C)nn3)CC2)n1 (stereo not given in full)	-66.8	nt	-10.0	1484	-5.3	1.7	1.3	1.1	0.8	-23.3	-1.9
Nc1ncnc(Nc2cccc(Cl)c2Cl)n1	9.8	-0.357	15.0	1492	-3.8	0.9	0.9	0.9	2.8	-9.6	-2.7
C/C(=N\NC(=O)C1CC1)c1cccc(NC(=O)c2cccc(Cl)c2)c1	21.1	0.178	-4.0	1714	5.8	0.8	0.9	0.9	0.8	19.6	0.3
CC1(C)NC(=O)N(CNc2cc(Cl)ccc2Cl)C1=O	12.0	0.00829	12.8	1379	-6.4	0.9	0.9	0.9	4.8	5.5	-2.0
Fc1ccc(N2CCN(Cc3nnc(-c4ccccc4)o3)CC2)cc1	8.1	nt	-2.2	1537	5.7	0.9	1	1.1	-1.6	-4.5	0.8
O=C(Nc1nnc(-c2cccs2)o1)c1cccc(C(F)(F)F)c1	8.7	nt	-1.5	1504	-0.3	0.9	1.1	1	-4.9	-6.9	-6.2
Cc1cc(Cl)c(S(=O)(=O)NC(C(=O)O)C(C)C)cc1OCC(=O)NC1CCCCC1 (stereo not given)	13.9	-1.23	12.1	1437	-1.7	0.9	1	1	-3.2	nt	2.8
COc1ccc(CCNS(=O)(=O)c2cccc3nsnc23)cc1OC	1.1	nt	9.2	1309	-1.8	1	1.1	1.1	8.6	-11.2	6.1
Clc1ccc2nc(-c3ccncc3)cc(-c3ccccc3)c2c1	6.3	nt	-19.3	1339	-0.4	0.9	0.9	1	-2.3	-17.7	-8.0
O=C(CC(c1ccccc1)c1ccccc1)Nc1nn[nH]n1	17.5	-0.361	7.7	1872	3.2	0.8	1	0.9	1.7	-13.1	8.5
Cc1nc(N2CCN(Cc3ccccc3)CC2)nc2c1C(=O)CC(C)C2 (stereo not given)	21.9	nt	-4.7	1666	8.6	0.8	1	0.9	6.1	-27.8	8.5
Cc1cccc(Sc2c([N+](=O)[O-])ncn2C)c1	6.4	-0.269	8.6	1572	-2.2	0.9	0.9	0.9	-0.5	nt	0.5
O=C(COC(=O)c1cccnc1Nc1cccc(C(F)(F)F)c1)NCCN1C(=O)CSC1=O	15.1	nt	1.0	1572	-5.7	0.8	1	0.9	4.5	5.8	1.6
CCN(CC)CCNC(=O)c1ccccc1N	3.8	0.0767	-8.7	1683	5.8	1	0.9	0.9	-1.4	nt	-2.2
COc1cc(-c2nnc3n2N=C(c2ccccc2)CS3)cc(OC)c1OC	19.3	nt	2.6	1518	-0.8	0.8	1	1	14.3	35.3	14.8
CCCCN(CC)C(=O)CN1C(=O)c2ccccc2C1=O	17.4	0.283	-0.8	1487	0.2	0.8	0.9	1	2.6	nt	3.7
CC(=O)c1sc(Nc2nc3cc4c(cc3s2)OCO4)nc1C	17.9	-0.0684	-2.6	1729	4.6	0.8	0.9	0.8	20.1	-16.7	11.2
O=[N+]([O-])c1cc(-c2nc(-c3ccncc3)no2)ccc1Cl	3.8	nt	2.8	1480	-2.9	1	0.9	1.1	2.6	-0.6	3.5
COc1cc(/C=N/Nc2cccc(C)c2)ccc1OC(=O)c1ccco1	8.6	nt	-15.1	1549	-2.2	0.9	1.5	1.7	0.9	0.7	0.3
CCCSc1nc2c(cnn2-c2ccccc2)c(=O)[nH]1	4.4	nt	6.8	1611	-2.0	1	0.9	1	4.7	9.3	-2.6
Cc1ccnc(NS(=O)(=O)c2ccc(N3C(=O)c4ccccc4C3=O)cc2)n1	1.5	nt	10.8	1447	1.3	1	0.9	1.1	-1.0	-2.5	7.0

Continued.
SMILES	Diaph inh CS	ROMK mod	G6PDH CS	SRC2 TRFRET art	PPARg SRC1 recr	Diaph act CS	PMI act	PMI act satM6P	PPARg SRC3 recr	S1P3 antagonist	PPARg SRC-2 ag
COc1ccc(OC)c(-c2csc(NC(=O)C3COc4ccccc4O3)n2)c1 (stereo not given)	26.0	-0.0218	4.1	1708	-2.3	0.7	0.9	0.9	0.1	-18.0	6.8
CN(Cc1nc2ccccc2n1C)S(=O)(=O)c1ccc(Cl)cc1	10.4	-0.687	-14.8	1626	0.0	0.9	0.9	0.9	-4.2	-7.9	1.9
CCCCNC(=O)CC1N=C2c3ccccc3N=C(SCC(=O)Nc3ccccc3C)N2C1=O (stereo not given)	3.4	-0.471	-1.0	1451	-2.4	1	1	1	-0.1	nt	-1.3
CC1CCCCN1C(=S)Nc1ccc(OC(F)F)cc1 (stereo not given)	14.7	nt	-10.2	1382	0.3	0.9	0.9	1	-4.4	-13.9	-5.3
CCOC(=O)c1cnc(-n2nc(C)cc2C)nc1Nc1ccc(C)cc1	0.6	-0.75	-28.1	1562	4.5	1	0.9	0.9	-1.7	nt	0.7
Nn1c(SCc2nc3ccccc3[nH]2)nnc1C1CCCCC1	3.6	-0.668	9.7	1304	-3.1	1	1	1	-9.0	-5.2	-6.9
Cc1cc(C)nc(NS(=O)(=O)c2ccc(NC(=O)CCCN3C(=O)c4ccccc4C3=O)cc2)n1	16.5	-0.592	-4.0	1444	-2.2	0.8	1	1	1.2	2.0	-0.9
CN1CCN(NC(=S)Nc2ccc(OC(F)F)cc2)CC1	-9.7	0.0828	5.2	1462	-5.3	1.1	1.2	1.1	-2.3	-0.2	1.9
Cc1cc(C)cc(N(C(C)C(=O)N2CCCCC2)S(C)(=O)=O)c1 (stereo not given)	-7.0	0.0441	17.7	1394	-1.5	1.1	1.1	1	-1.9	-12.6	4.2
CC(C)(C)NC(=O)CN(C(=O)c1ccc(Cl)nc1)c1cccc2ccccc12	nt	-0.84	14.4	1616	8.8	nt	nt	nt	-0.3	-12.5	5.2
O=C(Nc1ccc2c(c1)OCO2)C1CC(c2c(F)cccc2Cl)=NO1 (stereo not given)	-5.8	-1.69	-5.9	1417	-5.2	1.1	1.1	1.1	-1.8	-38.2	-4.8
COc1cccc(OC)c1C(=O)N1CCN(Cc2ccccc2C)CC1	24.5	-0.244	8.9	1634	3.4	0.8	0.9	0.9	-5.2	18.2	-4.5
O=C(NNC(=S)NCc1ccc(Cl)cc1)c1ccc(Br)o1	-22.3	-0.0953	8.4	1518	12.1	1.2	1.2	1.3	0.9	-3.9	-2.5
Cc1cc(NC(=O)/C=C/c2ccc(F)cc2)n(-c2nc3ccccc3[nH]2)n1	22.7	0.238	-20.7	1310	-2.7	0.8	0.9	0.9	-9.7	-16.3	2.4
O=C(O)CC1S/C(=N\N=C/c2ccccc2)N(c2ccc(O)cc2)C1=O (stereo not given)	16.9	nt	-4.8	1674	-1.5	0.8	1	1	-2.2	nt	6.2
c1ccc(CSC2=NCCS2)cc1	8.6	-0.785	-1.8	1496	0.1	0.9	1	1	4.9	-10.5	0.7
O=C(CSc1nnc(CNC(=O)c2cccs2)o1)c1ccccc1	10.1	-0.4	-2.9	1539	-2.9	0.9	1	0.9	5.8	nt	4.8
COc1ccc(CCCc2nnc(SCC(=O)Nc3cc(C)c(C)cc3Br)o2)cc1	13.1	nt	-3.5	1438	0.0	0.9	1.1	1	-10.8	9.4	-4.2
Cc1c([N+](=O)[O-])cc(C(=O)N2CCOCC2)cc1[N+](=O)[O-]	5.9	0.707	6.0	1437	-5.1	0.9	1.1	1	-2.2	-9.8	-5.8
COc1ccc(-n2c(O)c(C=NC3CC3)c(=O)[nH]c2=O)cc1	12.4	nt	6.1	1490	5.9	0.9	1	0.9	-2.9	-33.1	-5.6
CC(=O)Oc1ccccc1C1OC(=O)c2ccccc2N1C(C)=O (stereo not given)	5.3	0.912	-3.6	1634	0.6	0.9	0.9	1	2.7	nt	7.6
Cc1sc2c(c1C)c(=O)nc1scc(CC(=O)O)n12	8.5	0.00534	5.5	1535	-6.3	0.9	1.1	1.1	-2.1	nt	0.6
COc1cc(C)c(S(=O)(=O)n2nnc3ccccc32)cc1C	15.5	nt	6.0	1395	1.7	0.8	1	1	-6.0	nt	-4.2
CN(C)C(CNC(=O)CNC(=O)c1ccc(Br)cc1)c1ccccc1 (stereo not given)	0.0	-0.561	2.3	1529	6.9	1	1	1.1	-2.0	-5.9	-10.3
CCN(CC)CCNC(=O)CCn1c(=S)[nH]c2cc3c(cc2c1=O)OCO3	21.8	nt	-38.2	1392	-1.6	0.8	0.9	1	-9.8	nt	0.3
COc1ccc(-n2c(SC)nc(O)cc2=O)cc1	1.8	0.07	7.5	1474	2.8	1	1	1.1	0.6	-14.2	1.4
O=c1cc(CSc2nnc(COc3ccccc3)n2-c2ccccc2)c2ccccc2[nH]1	27.9	-0.871	-1.3	1458	6.8	0.7	1	0.9	-1.4	-29.8	4.8
O=C(/C=C/c1ccccc1Cl)Nc1ccc(-c2nnc3n2CCCCC3)cc1	19.2	nt	-4.0	1557	1.0	0.8	0.9	0.9	4.4	-1.7	5.9
